E coli Lon inh: E. coli protease La inhibition; P0A9M0; 360,000 compounds, 0.42% hits; purified E. coli Lon protease, fluorescence polarization; inhibition, % at 7.94 µM; AID 602123; in the data active = inhibition above about 13%, passing the limit was not always enough;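 also: 0% = enzyme with probe and DMSO and 100% = no enzyme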
CendR NRP1 mod: NRP-1/CendR interaction modulation. O14786. FAM-RPARPAR peptide binding to NRP-1, fluorescence polarization. inhibition, % at 25 µM. 360,000 compounds, 0.85% hits;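 active = inhibition or corrected inhibition above about 18%, plus a signal ratio from 0.5 to 1.5, limit read from the data, passing the limit was not always enough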; also: strong numbers were not always called active
MLLE-PAM2 inh: blocks PAM2 peptide binding to the PABP1 MLLE domain | GST-MLLE / FITC-PAM2 fluorescence polarization | inhibition, % at 20 µM | 360,000 compounds, 0.36% hits | AID 588489; in the data active = inhibition above about 35%, passing the limit was not always enough;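 also: plate controls were DMSO wells with GST-MLLE for no effect and wells lacking GST-MLLE protein for full effect; some results filed as inactive read as strong as hits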
Target sequence (P11940 whole entry, looked up, the tested form may be a part): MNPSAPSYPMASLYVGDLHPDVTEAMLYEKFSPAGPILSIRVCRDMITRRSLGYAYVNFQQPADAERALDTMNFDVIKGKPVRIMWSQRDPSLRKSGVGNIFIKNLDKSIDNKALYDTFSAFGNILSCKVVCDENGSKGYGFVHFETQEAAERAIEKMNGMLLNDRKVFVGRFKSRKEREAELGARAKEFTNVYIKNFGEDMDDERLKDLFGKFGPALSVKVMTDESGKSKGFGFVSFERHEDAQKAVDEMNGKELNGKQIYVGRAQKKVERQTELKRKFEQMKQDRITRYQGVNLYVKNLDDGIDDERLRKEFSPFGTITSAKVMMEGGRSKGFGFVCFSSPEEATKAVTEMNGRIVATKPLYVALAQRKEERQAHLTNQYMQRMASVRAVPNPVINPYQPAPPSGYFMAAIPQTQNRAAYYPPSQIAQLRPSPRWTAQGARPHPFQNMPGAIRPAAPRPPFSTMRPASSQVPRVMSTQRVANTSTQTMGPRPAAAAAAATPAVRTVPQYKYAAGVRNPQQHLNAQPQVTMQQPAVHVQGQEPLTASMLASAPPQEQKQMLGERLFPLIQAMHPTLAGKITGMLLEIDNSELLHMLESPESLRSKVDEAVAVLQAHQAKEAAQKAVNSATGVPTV
MT1-MMP act inh: MT1-MMP (human) activation inhibition; P50281; HT1080 RFP-PRO-GFP cells, GFP/RFP ratio fluorescence, overnight; percent of plate control window, DMSO zero; GFP/RFP ratio change, % at 20 µM; 360,000 compounds, 0.061% hits;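 active = GFP/RFP ratio change of at least 30% with cell ATP level not reduced by more than half and red fluorescence within 50% of control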; also: strong numbers were not always called active
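system = RFP-PRO-GFP reporter HT1080 cells | dosing = 20 µM single dose, 1% DMSO | timing = overnight cell settling, then overnight compound exposure, 37 °C, 5% CO2 | read-out basis = GFP/RFP fluorescence ratio | controls = DMSO and RFP-L50D-GFP cell wells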
SKN-1 block: inhibitors of C. elegans SKN-1; C. elegans VP596 Pgst-4::GFP/RFP ratio, acrylamide-induced, 24 h; inhibition, % at 21.8 µM; 360,000 compounds, 0.49% hits;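 active = interference check ratio from 0.5 to 1.5 plus GFP to RFP signal ratio inhibition reaching or exceeding a fixed threshold, cut at about 30% in these data, passing the limit was not always enough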; also: some compounds called inactive have numbers as strong as hits
FAS-TE inh: inhibitors of human fatty acid synthase thioesterase domain | P49327 | recombinant FAS-TE, OMFH fluorogenic substrate, fluorescence endpoint | inhibition, % at 15 µM | 360,000 compounds, 0.67% hits | AID 602261;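 active = compounds whose normalised, plate-corrected inhibition of enzyme fluorescence in the single-dose primary screen is 50% or more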;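 also: 0% = DMSO with enzyme and 100% = substrate without enzyme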
MsrA act: activators of bovine methionine sulfoxide reductase A; purified bovine MsrA, absorbance read-out; activation, % at 10.6 µM; 360,000 compounds, 0.3% hits; in the data active = activation above about 7.5%;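 also: 0% = vehicle and 100% = reference activator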
Rin1-Abl PPI inh: blocks binding of human Rin1 to Abl; P00519+Q13671; inhibition, % at 7.35 µM; 360,000 compounds, 0.4% hits; TR-FRET Rin1/Abl binding, biochemical; in the data active = inhibition above about 5%, passing the limit was not always enough
Neddylation inh: blocks human cullin neddylation. P61081+Q13564. TR-FRET cullin neddylation, biochemical. calls only at 25 µM. 360,000 compounds, 0.58% hits; in the data active = inhibition above about 36%
Active calls of the source: *; i = inactive; . = not tested or not shown.

SMILES	E coli Lon inh	CendR NRP1 mod	MLLE-PAM2 inh	MT1-MMP act inh	SKN-1 block	FAS-TE inh	MsrA act	Rin1-Abl PPI inh	Neddylation inh
Cc1ccccc1OCC(=O)N1CCC2(CC1)CC(=O)c1ccccc1O2	8	5	9	-5	-5	2	0	1	i
O=c1[nH]cc(NCc2ccccc2)c(=O)[nH]1	1	2	4	1	-1	-3	-6	6	i
CCOC(=O)C1=C(C)NC(=O)NC1C (centres undefined)	-4	0	12	-5	-4	-7	-9	1	i
COc1cc(/C=N/NC(=O)CC2(C)OCCCO2)ccc1OCc1ccc(Cl)cc1Cl	2	6	-9	-3	11	11	-3	-1	i
COC(=O)N(C)C[C@@H]1OCc2cnnn2CCCC(=O)N([C@H](C)CO)C[C@H]1C	6	-4	-4	9	5	-3	-2	-5	i
CCN1CCN(CCNC(=O)CSCc2nc(-c3ccc(OC)c(OC)c3)oc2C)CC1	-7	8	-12	1	1	-4	1	1	i
O=C(COC(=O)c1cccnc1Cl)c1ccc(Cl)cc1Cl	1	0	5	2	3	7	-3	-4	i
Cc1cc(C)cc(C(=O)Nc2ccc(N3CCCC3)cc2)c1	-18	-19	-12	-1	7	-12	-5	-1	i
Fc1ccc(-c2ccc(CNCc3ccccn3)o2)cc1Cl	3	-4	0	2	-2	2	0	-2	i
CCCn1nc(C(=O)OCC(=O)c2ccccc2)c2ccccc2c1=O	4	-9	-7	4	8	12	-2	-2	i
CC(C)(C)OC(=O)C[C@H]1C/C=C\C[C@@H](CC(=O)N(CCO)Cc2ccccc2)C(=O)NC[C@H](c2ccccc2)OC1=O	-4	4	-12	4	3	-6	-1	3	i
O=C(c1cc(-c2ccc(Br)cc2)on1)N1CCc2ccccc2C1	8	6	-9	2	-8	5	-9	-2	i
O=C(N/N=C/c1ccc(-c2ccccc2C(=O)O)o1)c1cccs1	-1	-2	-3	-3	3	-19	-5	-1	i
CCN(CC)S(=O)(=O)c1cc(NC(=O)C(C)OC(=O)c2[nH]c(C)c(C(C)=O)c2C)ccc1C (centres undefined)	5	-12	2	-3	6	8	0	-6	i
CCC1COCCS(=O)(=O)N1Cc1cccc(C(F)(F)F)c1 (centres undefined)	4	5	-4	3	-6	-1	-10	2	i
O=C(NC(=S)Nn1cnnc1)c1cccc(Br)c1	11	-9	-6	-6	-12	-9	-5	2	i
Cc1cc(=O)[nH]c(N2CCN(C(=O)c3ccco3)CC2)n1	-1	10	13	3	6	-2	0	2	i
COC(=O)c1ccc(NC(=O)C(=O)c2c[nH]c3ccccc23)cc1	8	6	-20	0	16	-2	0	2	i
Cc1cccc(NC(=O)CN(C)S(=O)(=O)c2ccc(Br)cc2)n1	-13	2	-9	5	-18	-4	-5	4	i
CCOC(=O)NC(=O)/C(C#N)=C(/C)N(C)C	-5	-10	-8	0	-1	-3	3	2	i
CN(CC(=O)Nc1ccc(F)c(F)c1F)C(=O)C1CCCN1C(=O)c1cccs1 (centres undefined)	6	-7	0	-1	0	-4	-2	3	i
COc1ccc(OC)c(Nc2nc(-c3ccc(O)c(O)c3)cs2)c1	2	-6	-5	-3	-9	-1	-5	3	i
COc1ccc(C(=O)N=C2SC3CS(=O)(=O)CC3N2c2ccc(C(C)=O)cc2)cc1 (centres undefined)	13	-7	12	4	9	8	-1	1	i
O=[N+]([O-])c1cc(/C=N/O)ccc1Oc1ccccc1Cl	7	1	1	-1	3	-16	-3	5	i
CCCCN(CCCC)C(=O)c1cc(Cl)ccc1[N+](=O)[O-]	6	-6	-3	5	-9	-3	-16	4	i
C=CCOC(=O)c1sc(NC(=O)c2ccco2)nc1C	2	-12	-1	0	12	-7	-4	-1	i
CCn1cc(C(=O)N2CCCC2)c(=O)c2cc(S(=O)(=O)N3CCOCC3)ccc21	-3	-12	4	-5	14	-5	0	2	i
COc1cc(C(=O)NNC(=O)c2nn(C)c(=O)c3ccccc23)cc(OC)c1OC	-7	6	-19	6	0	-5	-2	-1	i
COc1ccc(N2C(=O)CN(Cc3ccc(OC)c(OC)c3)C2=S)cc1	1	-6	-3	2	-1	-12	-4	2	i
Cc1ccc(C(=O)COc2nc(C)cc(C)c2C#N)cc1	1	2	-7	2	-5	27	-1	-6	i
CC(C)N(Cc1ccccc1)CC(O)COc1ccc(S(=O)(=O)N2CCOCC2)cc1Cl (centres undefined)	-2	7	0	0	12	10	-5	-3	i
CCOC(=O)CN1C(=O)N[C@@H](c2ccco2)C(C(C)=O)=C1C	-6	-7	13	0	-17	-9	-2	3	i
O=C(NC(=O)c1ccccc1)OCC1CCCN2CCCCC12 (centres undefined)	-4	3	-14	0	-8	-4	-3	-2	i
Cc1ccccc1C(=O)NNS(=O)(=O)c1cccc([N+](=O)[O-])c1	0	-10	-10	1	-5	-5	0	1	i
CSc1nnc(-c2cnccn2)n1C	-6	11	-1	2	10	-4	-4	1	i
CC(C)N(Cc1nc(-c2ccc(Cl)cc2)no1)C(=O)c1cccs1	-2	-20	-8	-2	-4	17	-7	-3	i
CCCCCc1ccc(-c2cn(Cc3ccc4ccccc4c3)nn2)cc1	9	-11	-13	4	-6	2	0	2	i
COc1ccccc1CNC(=O)C1CCC(CNc2c(N3CCCCC3)c(=O)c2=O)CC1 (centres undefined)	3	-2	-9	-6	4	-11	-14	0	i
O=C(NNC(=O)c1cccc(-n2cccc2)c1)c1ccccc1	-1	0	-5	2	3	-1	-4	2	i
COc1ccc(N2C(=O)NC(NS(=O)(=O)c3ccccc3)(C(F)(F)F)C2=O)cc1 (centres undefined)	-2	10	2	0	12	-6	-2	0	i
O=C(Nc1nc(-c2ccccn2)cs1)C1CC(=O)N(c2ccc3c(c2)OCCO3)C1 (centres undefined)	-2	-26	-8	.	7	-13	-2	-3	i
Cc1cc(C)c2c(=O)[nH]c(SCC(=O)Nc3ccccc3)nc2n1	-1	-3	4	0	-10	-4	-8	1	i
CCOC(=O)N1CCC(NC(=O)C2=CCN(S(=O)(=O)c3ccc(F)cc3)CC2)CC1	0	-2	7	4	0	-6	-4	0	i
Cc1ccc(NC(=O)CN2CCc3ccccc3C2)cc1F	-6	0	-9	7	-7	2	-4	-1	i
COc1ccc(CN2C[C@@H](CO)O[C@@H](n3cnc4c(N(C)C)ncnc43)C2)cc1	-7	2	-3	-4	-9	-6	-4	1	i
Cn1c(Cn2c(=O)sc3ccccc32)nnc1SCC(=O)NC1CCCCC1	-2	-13	-4	1	1	-10	-10	2	i
Cc1c(O)cc2c(c1O)C(=O)CC(c1ccccc1)O2 (centres undefined)	2	-1	7	-7	17	-2	-3	3	i
CN(C(=O)COC(=O)c1ccc(C(C)(C)C)cc1)C1CCS(=O)(=O)C1 (centres undefined)	4	2	9	-2	-3	31	-3	2	i
N/C(COc1ccc(C(=O)O)cc1)=N\O	1	3	12	1	-18	-2	-5	-1	i
CCc1cccc(CC)c1NC(=O)CN1CCN(S(=O)(=O)c2ccccc2)CC1	9	8	1	-4	24	0	-4	6	i

New compounds follow:
SMILES	E coli Lon inh	CendR NRP1 mod	MLLE-PAM2 inh	MT1-MMP act inh	SKN-1 block	FAS-TE inh	MsrA act	Rin1-Abl PPI inh	Neddylation inh
CC(=O)NCCCc1nc2ccccc2n1Cc1ccccc1F	-10	2	-1	2	12	-6	-3	-2	i
COC(C[C@H]1O[C@H]1[C@H](O)[C@H](C)OCc1ccccc1)OC	2	-1	-3	0	6	-11	-2	1	i
Cc1ccc(CNC(=O)CCCC(=O)O)cc1	6	1	4	0	15	-6	0	1	i
CC1C(=O)N2CCCc3cc(NC(=O)C(=O)NCc4ccc5c(c4)OCO5)cc1c32 (centres undefined)	-20	-10	-9	-5	-9	-8	-4	0	i
Cc1ccc(NC(=S)N2CCC(NC(=O)c3ccco3)CC2)cc1C	4	3	-92	-7	-4	-5	-5	5	i
CCc1nnc(NC(=O)C(CC)c2ccccc2)s1 (centres undefined)	-2	-6	6	5	3	-5	0	3	i
C(#Cc1ccccc1)C[N+]1(CC#Cc2cccc3ccccc23)CCOCC1	2	10	5	-4	15	18	-2	-5	i
Cc1ccc(OCc2ccc(-c3ccccc3)cc2)c([N+](=O)[O-])n1	-2	0	13	3	-9	33	1	1	i
Cc1ccc(Oc2nnc(-c3cccs3)c3ccccc23)cc1C	-5	-10	-1	17	9	20	2	6.0*	i
CN(C)c1ccc(C=Cc2ccnc3ccccc23)cc1N	-12	-46	-66	8	12	0	-16	-3	i

Overlap with the part before: 3 compounds, then new ones.
SMILES	E coli Lon inh	CendR NRP1 mod	MLLE-PAM2 inh	MT1-MMP act inh	SKN-1 block	FAS-TE inh	MsrA act	Rin1-Abl PPI inh	Neddylation inh
Cc1ccc(OCc2ccc(-c3ccccc3)cc2)c([N+](=O)[O-])n1	-2	0	13	3	-9	33	1	1	i
Cc1ccc(Oc2nnc(-c3cccs3)c3ccccc23)cc1C	-5	-10	-1	17	9	20	2	6.0*	i
CN(C)c1ccc(C=Cc2ccnc3ccccc23)cc1N	-12	-46	-66	8	12	0	-16	-3	i
CC1=C([N+](=O)[O-])C(c2ccccc2)C2=C(N1)c1ccccc1C2=O (centres undefined)	2	-43	-19	13	-4	20	-3	-2	i
O=C(NCC1CCN(Cc2ccccc2F)CC1)C1CCCN(c2ncnc3c2nc2n3CCCCC2)C1 (centres undefined)	-1	0	10	-1	-1	1	0	-1	i
Cc1c(NC(=O)CSC(=S)N2CCCC2)c(=O)n(-c2ccccc2)n1C	0	-9	-6	2	10	-3	-1	3	i
COc1cc(/C=C2/C(=N)N3C(=NC2=O)SN=C3S(C)(=O)=O)ccc1OS(=O)(=O)c1ccc(C)cc1	-28	-64	-42	-12	-6	4	-3	0	i
Cc1cccc(N2CCN(C(=O)c3cccc(S(=O)(=O)N4CCc5ccccc5C4)c3)CC2C)c1 (centres undefined)	5	-6	1	1	-17	32	-13	3	i
O=C(Cn1cnc2ccccc2c1=O)NCCC(=O)Nc1ccccc1C(F)(F)F	2	12	5	1	6	-6	-4	5	i
COCCCn1c(=S)[nH]c2sc3c(c2c1=O)CCCC3	-4	0	2	3	-7	-5	5	-2	i
COc1ccc(NC(=O)C2OC3OC(C)(C)OC3C3OC(C)(C)OC23)cc1 (centres undefined)	-4	-15	5	-1	1	-2	-4	0	i
COc1ccc(N2CCN(C(=O)c3ccccc3N(C)S(=O)(=O)c3ccccc3)CC2)cc1	-14	6	-4	3	18	4	0	-2	i
C=CCOc1ccc(/C=C/C(=O)OCC(=O)NCc2cccc(OC)c2)cc1	6	2	-4	1	-9	-3	-15	2	i
CC1CN(c2nnnn2-c2ccccc2)CC(C)O1 (centres undefined)	-6	12	6	2	4	-7	-2	2	i
COc1ccc(Oc2nc(-c3ccncc3)nc3ccccc23)cc1	-4	-5	-3	-5	-9	30	-3	3	i
Cn1c(=O)c2c(nc(Sc3nc4ccccc4n3CC(=O)N3CCCCC3)n2C)n(C)c1=O	8	-2	10	2	9	-7	-5	-4	i
COC(=O)C1CCN(C(=O)COC(=O)C2CCN(S(=O)(=O)c3c(Cl)cccc3Cl)CC2)CC1	-9	-5	-5	1	6	0	-3	-2	i
CCCC(=O)Nc1sc(C)c(C)c1C#N	-2	0	31	0	6	-2	1	-3	i
COc1ccc(OC)c(N(CC(=O)NCCSC2CCCCC2)S(=O)(=O)c2ccccc2)c1	-8	-4	2	-3	-9	10	-3	-3	i

Pulled by structure from the list above, 2 records:
SMILES	E coli Lon inh	CendR NRP1 mod	MLLE-PAM2 inh	MT1-MMP act inh	SKN-1 block	FAS-TE inh	MsrA act	Rin1-Abl PPI inh	Neddylation inh
COC(=O)C1CCN(C(=O)COC(=O)C2CCN(S(=O)(=O)c3c(Cl)cccc3Cl)CC2)CC1	-9	-5	-5	1	6	0	-3	-2	i
Cn1c(=O)c2c(nc(Sc3nc4ccccc4n3CC(=O)N3CCCCC3)n2C)n(C)c1=O	8	-2	10	2	9	-7	-5	-4	i

Screening data as filed in PubChem.
